HUVEC inhibit = inhibitors of HUVEC proliferation, primary screen, cell-based, 384-well; viability, % at 10 µM (by protocol); CellTiter-Glo luminescence, 72 h; active compounds read low; 86,000 tested, 1.1% active;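 active = viability at or below 30%; inactive = viability above 30%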;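 also: 100% = median luminescence of DMSO-only cell control wells on each plate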
Lung fibro prol = antiproliferative effect on LL 47 fibroblasts – human, LL 47 cells, CellTiter-Glo luminescence, primary screen; LL 47 human lung fibroblast viability, ATP luminescence; active compounds read low; viability, % at 10 µM; 85,000 tested, 1.1% active;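 active = viability at or below 50% in the single dose screen; inactive = viability above 50%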;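 also: compound exposure lasted 72 h before the ATP readout; 100% = median luminescence of untreated cell-only wells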
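material = human LL 47 lung fibroblast cells | dosing = compounds added from tenfold dosing solution, 0.1% DMSO final | timing = overnight cell rest, 72 h compound treatment at 37 °C | measured by = CellTiter-Glo luminescence measuring cellular ATP | evaluation = % viability versus median cells-only luminescence | control set = cell-only wells, no compound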
MT1-MMP txn act = MT1-MMP promoter reporter activation – cell-based, luciferase luminescence, primary screen; HT1080 MT1-MMP promoter luciferase reporter, overnight; active compounds read high; activation factor at 10 µM; 86,000 tested, 0.16% active; AID 750, 2007;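 active = activation factor of at least 2 for MT1-MMP transcription at 10 µM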
Mac1 fbg enh = enhancers of CD11b/CD18 adhesion to fibrinogen, primary screen, K562 cells, luminescence. ATPlite luminescence. activation, % at 10 µM. 93,000 tested, 0.07% active;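 active = 10 µM primary screen giving 50% or more activity, confirmed by 40% or more on retest at that dose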; also: strong numbers were not always called active
ERa coact pot = enhancers of ERα–SRC-1 coactivator binding, primary screen, biochemical, TR-FRET, ERα LBD, low estradiol; Estrogen receptor (Homo sapiens), P03372; TR-FRET ERalpha-LBD/SRC-Cy5 coactivator binding, 2 h; 100 = basal binding, no effect; coactivator binding (% of control), % at 25.6 µM; 86,000 tested, 1.3% active; in the data active = activity above about 200%;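 also: binding measured in presence of low estradiol as agonist stimulus; 0% = peptide alone without receptor and 100% = receptor with peptide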
H69AR growth 86K = proliferation blockers of H69AR lung cancer cells, primary screen, cell-based, human, 86K library | H69AR lung tumor viability, ATP luminescence, 72 h; active compounds read low | viability, % at 10 µM | 85,000 tested, 6% active | AID 598, 2007;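 active = viability at or below 40%; inactive = viability above 40%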;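 also: multidrug resistant small cell line overexpressing MRP-1 efflux transporter; 100% = mean luminescence of untreated control wells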
ERb coact inh = inhibitors of ERβ-SRC1 coactivator interaction, primary screen, biochemical, TR-FRET, ERβ LBD, SRC-1 peptide; TR-FRET ER-beta LBD / SRC1-Cy5 peptide binding; receptor agonist-loaded with 1 µM estradiol; Estrogen receptor beta (Homo sapiens), Q92731; 86,000 tested, 1.3% active; inhibition, % at 25.6 µM; AID 633, 2007;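 active = compounds whose percent inhibition of the receptor-coactivator binding signal exceeds about 50% in the single-dose screen, limit read from the data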;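 also: 0% = receptor plus peptide wells without compound and 100% = peptide-only wells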
Target sequence (Q92731 whole entry, looked up, the tested form may be a part): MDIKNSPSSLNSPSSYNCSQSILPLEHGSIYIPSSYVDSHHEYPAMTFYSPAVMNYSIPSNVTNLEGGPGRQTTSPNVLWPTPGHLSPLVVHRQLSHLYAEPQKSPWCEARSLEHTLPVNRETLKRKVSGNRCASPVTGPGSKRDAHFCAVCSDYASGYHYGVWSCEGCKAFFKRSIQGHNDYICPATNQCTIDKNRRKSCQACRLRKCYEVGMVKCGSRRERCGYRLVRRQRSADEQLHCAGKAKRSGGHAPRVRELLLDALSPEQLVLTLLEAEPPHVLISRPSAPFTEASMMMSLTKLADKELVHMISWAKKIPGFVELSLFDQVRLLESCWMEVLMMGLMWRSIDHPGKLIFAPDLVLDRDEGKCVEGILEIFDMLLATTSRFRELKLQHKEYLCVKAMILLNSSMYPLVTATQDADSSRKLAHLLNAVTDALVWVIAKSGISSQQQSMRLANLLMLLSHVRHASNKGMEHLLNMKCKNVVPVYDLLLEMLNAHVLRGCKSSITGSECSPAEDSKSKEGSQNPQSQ
Smad3 FoxH1 inh = Smad3/FoxH1 peptide binding inhibitors, primary screen, biochemical, TR-FRET. Mothers against decapentaplegic homolog 3 (Homo sapiens), P84022. TR-FRET Smad3/Dy647-FoxH1 peptide binding, europium anti-His. inhibition, % at 25 µM. 88,000 tested, 0.29% active;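 active = compounds that reduce the energy-transfer binding signal between the protein and its labelled peptide by more than half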;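 also: 0% = Smad3 plus labelled peptide maximal FRET and 100% = peptide-only background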
Target sequence (P84022 whole entry, looked up): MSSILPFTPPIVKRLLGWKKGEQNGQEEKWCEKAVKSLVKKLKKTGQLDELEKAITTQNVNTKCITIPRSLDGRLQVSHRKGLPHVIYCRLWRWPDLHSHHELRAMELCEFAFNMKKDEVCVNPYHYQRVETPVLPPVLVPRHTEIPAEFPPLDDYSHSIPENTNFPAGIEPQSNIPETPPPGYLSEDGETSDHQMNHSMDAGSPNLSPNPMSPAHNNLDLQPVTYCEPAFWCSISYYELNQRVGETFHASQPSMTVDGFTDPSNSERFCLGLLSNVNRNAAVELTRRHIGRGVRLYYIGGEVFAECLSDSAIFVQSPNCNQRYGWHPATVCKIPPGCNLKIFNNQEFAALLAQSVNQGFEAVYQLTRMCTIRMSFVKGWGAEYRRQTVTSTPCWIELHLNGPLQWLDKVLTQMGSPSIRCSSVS
ERa coact inh = ERα–SRC-1 coactivator interaction inhibitors, primary screen, biochemical, TR-FRET, ERα LBD, estradiol-bound; Estrogen receptor (Homo sapiens), P03372; TR-FRET ER-alpha LBD / SRC-1 peptide; inhibition, % at 25.6 µM; 86,000 tested, 1.7% active; AID 629, 2007; in the data active = inhibition above about 50%;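 also: 0% = receptor plus peptide control and 100% = peptide only without receptor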
Active calls of the source: *; . = not tested or not shown; [ ] = another dose, or the depositor's remark. This is a subset; count on the stated rates, not on these rows.

Value order – HUVEC inhibit	Lung fibro prol	MT1-MMP txn act	Mac1 fbg enh	ERa coact pot	H69AR growth 86K	ERb coact inh	Smad3 FoxH1 inh	ERa coact inh
1. O=C(Nc1nnc(SCc2ccccc2F)s1)c1ccco1
  102	106	1.2	3	103	106	-1	1	-2
2. Oc1ccc2cccnc2c1
  101	99	1.1	-3	122	90	1	6	0
3. Cc1cccc(N2CCN(C(=O)c3ccc(N4CCCC4=O)cc3)CC2)c1C
  107	106	0.9	-3	83[fluorescence artefact?]	101	3	2	4[fluorescence artefact?]
4. COc1ccc2[nH]c(=O)c(CN(C(=O)c3cccnc3)c3ccccc3)cc2c1
  87	91	1.2	-3	120	86	-2	1	-2
5. O=C(CSc1nnc2n(C3CCCCC3)c(=O)c3ccccc3n12)OC1CCCCC1
  98	98	1.1	2	121	87	-2	-1	-6
6. Cc1cc(C(F)F)n2nc(C(=O)Nc3c(F)cc(F)cc3Br)nc2n1
  90	95	0.9	3	108[fluorescence artefact?]	95	-23[fluorescence artefact?]	4	-29
7. CC1CCN(C(=O)CNS(=O)(=O)c2ccc(Br)s2)CC1
  97	102	.	3	100	112	-4	5	-8
8. Nn1c(SCc2csc(-c3ccccc3)n2)nnc1-c1cccs1
  81	105	1.6	.	115	80	-6	8	17
9. Cc1cc(C)n(C(=O)CCC(=O)NCc2ccccc2)n1
  101	100	1	-2	116	94	-5[fluorescence artefact?]	-4	-6
10. Cc1oc(CC(C)C)c(CN2CCCC2)c1C(=O)O
  96	95	1.2	2	107	86	-2[fluorescence artefact?]	7	5[fluorescence artefact?]
11. CN=C1SC(CC(=O)Nc2ccc(C(C)=O)cc2)C(=O)N1C (centres undefined)
  101	98	1	.	52	105	71*	0[fluorescence artefact?]	79*
12. C=CCNc1oc(-c2cccc3ccccc23)nc1C#N
  101	87	1.1	6	105	84	-5	-3	-10
13. CCCN1Cc2cccc(C(=O)NC3CCCC3)c2C1=O
  91	92	1	1	112	68	-9	-2	-6
14. O=C1CN(C(=O)c2ccco2)C(c2ccc(F)cc2)c2cc(Cl)ccc2N1 (centres undefined)
  85	93	1.2	.	111	56	2	-6	5
15. COc1ccc(C2C3=C(CC(C)(C)CC3=O)Nc3n[nH]c(C)c32)cc1 (centres undefined)
  101	108	1.1	1	90	83	0	1	4

3 compounds out of the list above, ordered by the number in ERb coact inh, largest number first:
no. | canonical_smiles | ERb coact inh
14 | O=C1CN(C(=O)c2ccco2)C(c2ccc(F)cc2)c2cc(Cl)ccc2N1 (centres undefined) | 2
4 | COc1ccc2[nH]c(=O)c(CN(C(=O)c3cccnc3)c3ccccc3)cc2c1 | -2
13 | CCCN1Cc2cccc(C(=O)NC3CCCC3)c2C1=O | -9

Going on with the list.
Value order – HUVEC inhibit	Lung fibro prol	MT1-MMP txn act	Mac1 fbg enh	ERa coact pot	H69AR growth 86K	ERb coact inh	Smad3 FoxH1 inh	ERa coact inh
16. CC1=NN(c2cccc(C(=O)O)c2)C(=O)/C1=C\C=C\c1ccco1
  83	100	1.9	.	15[fluorescence artefact?]	92	89*[fluorescence artefact?]	40	83*[fluorescence artefact?]
17. O=C(CN1C(=O)CCS(=O)(=O)c2ccccc21)NCc1ccc2c(c1)OCO2
  108	96	1.2	-4	88	102	24	7	15
18. CCOC(=O)Cn1c(N2CCCCCC2)nc2c1c(=O)[nH]c(=O)n2C
  92	101	1	-4	97	80	8	-12	6
19. CCOC(=O)c1[nH]c2ccccc2c1NC(=O)CN(C)C
  85	97	1.1	2	106	87	1	5	-5[fluorescence artefact?]
20. CNC(=O)c1[nH]cnc1C(=O)Nc1ccccc1C
  101	107	1.1	.	96	100	9	-16	-7
21. Cc1ccc(CN(C(=O)Cn2nnc3ccccc32)C(C(=O)NCc2ccco2)c2ccc(C)o2)cc1 (centres undefined)
  85	102	1.4	.	92	99	-14	7	-14
22. C/C(=N\O)C(=O)NCC1CCNCC1
  96	93	1.1	-4	119	.	-9	2	-10
23. CC(=O)Nc1ccc(OCC(O)Cn2nc(C)c(C(C)=O)c2C)cc1 (centres undefined)
  100	97	1.1	.	97	109	37	-3	-6
24. CCCS(=O)(=O)N1CCCC(C(=O)NC2CCCCC2)C1 (centres undefined)
  100	95	1.2	2	114	91	5	-5[fluorescence artefact?]	-1
25. CC1(C)CC(=O)C2=C(C1)OC(N)=C(C#N)C2C1CC=CCC1 (centres undefined)
  96	97	1	.	110	42	5	-12	19
26. CCOC(=O)CSc1nnc(CSc2nc(C)cc(C)n2)n1Cc1ccco1
  105	92	1.2	3	169	94	-5	15	-14
27. COc1cccc(C(=O)Nn2c(C)nnc2-n2nc(C)cc2C)c1
  96	91	1.1	.	135	95	-5	-4	32
28. CCNc1c2c(nc3ccccc13)CC(C)(C)CC2=O
  96	89	1.1	.	104[fluorescence artefact?]	77	-9	-1	-6
29. C=CCCC(=O)Nc1ccc(COC(=O)N2CCOCC2)cc1
  100	109	1.1	-1	99	94	4[fluorescence artefact?]	-9	8
30. CCOC(=O)N1CCN(c2nc(-c3ccc(OC)cc3)no2)CC1
  121	100	1.4	-7	111	86	4	-6	-6
31. c1ccc2c(CSc3nnc(-c4ccncc4)o3)cccc2c1
  105	87	1	4	87	73	-10	-7	7
32. Nc1ccc(O)c(-c2nc3ccccc3s2)c1
  74	82	2.1*	64	7[fluorescence artefact?]	97	64*[fluorescence artefact?]	27	98*[fluorescence artefact?]
33. O=C1OC(Nc2ccccn2)c2ccccc21 (centres undefined)
  104	102	1.2	0	98	92	-4	-6	-14
34. CCN(CC)c1ccc(N2C(=O)c3ccccc3C2=O)cc1
  91	99	1.7	6	106	93	0[fluorescence artefact?]	3	6[fluorescence artefact?]
35. Cn1c(NC(=O)c2ccc(Cl)cc2Cl)cc(=O)n(C)c1=O
  96	105	1.1	6	125	77	-8	0	-7
36. COc1ccc(C)cc1NC(=O)CSc1nnc(-c2ccc(C)cc2)o1
  103	102	1.1	5	120	68	6	-5	6[fluorescence artefact?]
37. O=C1c2ccccc2C(O)N1c1cccnc1 (centres undefined)
  94	97	1	-3	109[fluorescence artefact?]	96	-4	-7	-4
38. CCn1c2ccccc2c2nnc(SCc3cc(=O)n4ccsc4n3)nc21
  100	83	0.9	-1	123[fluorescence artefact?]	77	30[fluorescence artefact?]	-4	1
39. CC1CCCC(C)N1CCNC(=O)CCn1nc(-c2ccccc2)ccc1=O (centres undefined)
  99	94	1.2	3	137	88	-9	-4	-3
40. O=C(Cc1n[nH]c(=O)[nH]c1=O)N/N=C/c1cccc(O)c1
  103	108	1.1	-1	95	106	0	12	1
41. Cc1ccc(Cn2c(CN3CC(C)OC(C)C3)nc3c2c(=O)[nH]c(=O)n3C)cc1 (centres undefined)
  107	99	1.2	1	152	89	-3	-2	3
42. CCOc1ccccc1NC(=O)CN(c1ccc(C)cc1)S(=O)(=O)c1c(C)noc1C
  71	95	1.1	9	118	52	1	0	0
43. Cn1c(CCNC(=O)c2ccco2)nc2cc(NC(=O)c3ccco3)ccc21
  92	112	1.8	-1	106	89	3	2	-7
44. Cc1ccc(N2CC(C(=O)N3CCN(C(=O)c4ccco4)CC3)CC2=O)cc1 (centres undefined)
  102	103	1	.	103	96	11	3	3
45. CC1CCCCC1NC(=O)CN1CCN(Cc2ccccc2Cl)C1=O (centres undefined)
  101	103	1.1	.	.	86	.	.	.
46. COC(=O)C(NC(=O)c1ccccc1)(Nc1cc(C)cc(C)n1)C(F)(F)F (centres undefined)
  97	95	1.1	.	113	100	-6	-7	-11
47. CC1CCN(CCNC(=O)c2ccc3c(=O)n(CCc4ccccc4)c(=O)[nH]c3c2)CC1
  90	92	1.1	.	101	104	-11	-1	-6
48. c1ccc2c(c1)ncn2Cc1nnc2sc(-c3ccncc3)nn12
  80	103	1.3	-3	69	.	8	30[fluorescence artefact?]	3
49. COc1ccc(C)cc1Nc1cc(C)nc2ncnn12
  105	94	1.1	.	101	88	-6	-3	-10
50. COc1cc(C2SCC(=O)N2CCCN(C)C)cc(OC)c1OC (centres undefined)
  97	105	1.2	0	95	89	3	1	11[fluorescence artefact?]
51. O=C1c2ccccc2C(=O)N1c1ccc(Cl)cc1
  92	97	1	-1	172[fluorescence artefact?]	87	19	-4	28[fluorescence artefact?]
52. O=C(Nc1cccc(Cl)c1)c1cnn2cccnc12
  98	95	1.4	-7	105	86	-18	14	-20
53. O=S(=O)(c1cccs1)n1cccn1
  94	101	1.2	2	90	88	5	2	9
54. O=C(c1ccco1)N1CCN(c2ncnc3c2oc2ccccc23)CC1
  108	110	1.6	-1	85[fluorescence artefact?]	86	0	5	2
55. CCN(Cc1ccccc1)C(c1ccc(C(F)(F)F)cc1)c1nnnn1C(C)(C)C (centres undefined)
  108	93	1.1	.	105	80	-4	-1	-5
56. CCOC(=O)N1CCC(Nc2c(Nc3ccc(F)cc3)c(=O)c2=O)CC1
  101	97	1.1	-6	101	64	-9	-20	-4
57. O=C(NC1CC1)c1cc(=O)c2ccccc2o1
  101	103	1.1	.	98	117	-11	24	3
58. CC(NC(=O)Cc1cccs1)C(c1cccs1)N1CCN(c2ccccc2)CC1 (centres undefined)
  92	91	1.3	.	106	63	-24[fluorescence artefact?]	-1	-23
59. O=C(OCc1c(Cl)cccc1Cl)c1ccccn1
  99	98	1.2	0	92	82	-1	5[fluorescence artefact?]	6
60. COC(=O)c1cc(C)sc1NC(=O)C1CC=CCC1C(=O)O (centres undefined)
  93	101	1	3	100	98	-3	8[fluorescence artefact?]	-7
61. CCC(C)(C)n1nnnc1C(c1ccc2ncccc2c1)N1CCCCCC1 (centres undefined)
  93	93	1.3	.	96	85	-12	0	-15
62. Cc1c(Cl)cccc1NC(=O)CCN1CCCCCC1
  94	108	1	2	110[fluorescence artefact?]	79	-11	-8	-2
63. O=C(CC(c1ccccc1)c1ccccc1)Nc1ccc2c(c1)OCCO2
  92	100	1.1	.	92	77	1	-14	5
64. O=C(NCc1cccc(Cl)c1)c1cnccn1
  92	103	1.1	8	101	101	-15	3	-17
65. O=C(N1CCOCC1)N1CCN(S(=O)(=O)c2ccccc2)C1
  94	102	1.2	-2	119	95	0	-7	-5
66. O=C(OCc1nnc(-c2ccccc2)o1)C1=COCCO1
  105	99	1	-2	108	96	-2[fluorescence artefact?]	-10	-2
67. Cc1ccc2nc(NC(=O)C3CCN(S(=O)(=O)c4ccc5c(c4)oc(=O)n5C)CC3)sc2c1
  81	95	1	-2	119	103	8[fluorescence artefact?]	3	7
68. COc1ccccc1-n1c(C)nnc1SCC(=O)Nc1cccc(C(C)=O)c1
  102	104	1.2	-3	100	88	1	-2	-5
69. Cc1ccc(S(=O)(=O)NCc2ccc(C(=O)N(C)CCC#N)cc2)cc1
  104	94	1.1	-2	130[fluorescence artefact?]	98	-4	5[fluorescence artefact?]	-7
70. CCOC(=O)N1CCN(Cc2nc3c(c(=O)[nH]c(=O)n3C)n2Cc2cc(C)ccc2C)CC1
  109	102	1	-1	101	85	-7	-8	-2

Reformatted: results already given.
item	smiles	HUVEC inhibit	Lung fibro prol	MT1-MMP txn act	Mac1 fbg enh	ERa coact pot	H69AR growth 86K	ERb coact inh	Smad3 FoxH1 inh	ERa coact inh
64	O=C(NCc1cccc(Cl)c1)c1cnccn1	92	103	1.1	8	101	101	-15	3	-17
62	Cc1c(Cl)cccc1NC(=O)CCN1CCCCCC1	94	108	1	2	110[fluorescence artefact?]	79	-11	-8	-2
